# RORgamma inh = ROR gamma (mouse) transcription inhibition. AID 2551. hit rate 5.4% among 310,000. Drosophila S2 Gal4-RORgamma UAS-luciferase reporter, 20 h. Potency, µM (highest dose often 53.6 µM), without a hit: top-dose activity change, negative = inhibition, actives largely listed as inhibitors; note: potency is the fitted concentration of half-maximal effect; % is set by controls: 0 for no effect and ±100 for the full control effect; nearly all actives have a fitted effect of over 60% in size
# Target sequence (P51450 whole entry, looked up, the tested form may be a part): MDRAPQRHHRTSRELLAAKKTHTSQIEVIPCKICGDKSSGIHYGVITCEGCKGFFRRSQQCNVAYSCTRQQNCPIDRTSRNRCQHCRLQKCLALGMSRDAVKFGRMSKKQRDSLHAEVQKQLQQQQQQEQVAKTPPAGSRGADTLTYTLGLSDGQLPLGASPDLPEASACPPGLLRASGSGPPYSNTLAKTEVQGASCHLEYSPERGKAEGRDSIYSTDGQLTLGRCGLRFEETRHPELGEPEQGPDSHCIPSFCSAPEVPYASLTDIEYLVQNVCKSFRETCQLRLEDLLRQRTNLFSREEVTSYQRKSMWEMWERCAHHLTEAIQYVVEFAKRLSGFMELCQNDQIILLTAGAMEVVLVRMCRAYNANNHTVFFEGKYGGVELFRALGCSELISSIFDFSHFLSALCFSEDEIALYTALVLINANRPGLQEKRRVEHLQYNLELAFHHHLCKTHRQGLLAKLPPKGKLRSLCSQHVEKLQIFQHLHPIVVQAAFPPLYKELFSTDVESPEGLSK
#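 Drosophila Schneider cells stably carrying a metallothionein-driven Gal4 DBD–ROR gamma fusion and a UAS-Photinus luciferase reporter were exposed to compound for 1 hr, then induced with copper sulfate (700 uM final) for 20 hr at ambient temperature before luminescence reading.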
# Mito fusion act = blocks mitochondrial division or promotes mitochondrial fusion; S. cerevisiae fusion-defective mutant growth rescue, CellTiterGlo 48 h; hit rate 0.23% among 320,000; Potency, µM (top dose mostly 46.1 µM), inactives show top-dose growth rescue (activation), most hits filed as activators; AID 485298;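 note: potency is the fitted concentration of half-maximal effect; % of control where 0% means no effect; nearly all actives have a fitted effect of over 45% in size; temperature-sensitive fusion mutants such as fzo1-1 at 37 °C on non-fermentable ethanol glycerol medium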
#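 Read-out: ATP-based luminescence (CellTiterGlo, 10 min ambient) reporting growth of fusion-defective ts yeast after 48 hours at 37C on glycerol/ethanol YPEG medium in the presence of compound.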
# NPC1 prom act = activators of NPC1 promoter; AID 485313; Huh7 NPC1 promoter luciferase reporter, 24 h; Potency, µM (titrated, usually from 9.22 µM), for inactives: at the highest dose activation, actives largely listed as activators; hit rate 2.4% among 320,000;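 note: potency is the fitted concentration of half-maximal effect; % of control where 0% means no effect; nearly all actives have a fitted effect of over 60% in size; reporter is driven by a mutant NPC1 promoter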
#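 Stably transfected Huh7 (NPC1 promoter→luciferase), 1500 cells/well in Opti-MEM + 10% FBS, 2 h settle, then compound 24 h at 37 °C. Luminescence after 10 min with Amplite reagent.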
# PKM2 activator = activators of human pyruvate kinase M2 | hit rate 0.34% among 260,000 | purified PKM2, Kinase-Glo ATP luminescence, activation; response scale: 0% is enzyme alone, no compound | P14618 | Potency, µM (titrated, usually from 57.5 µM), for inactives: at the top dose activation, hits mostly activators; note: potency is the fitted concentration of half-maximal effect; % is set by controls: 0 for no effect and ±100 for the full control effect; nearly all actives have a fitted effect of over 55% in size
# Target sequence (P14618 whole entry, looked up): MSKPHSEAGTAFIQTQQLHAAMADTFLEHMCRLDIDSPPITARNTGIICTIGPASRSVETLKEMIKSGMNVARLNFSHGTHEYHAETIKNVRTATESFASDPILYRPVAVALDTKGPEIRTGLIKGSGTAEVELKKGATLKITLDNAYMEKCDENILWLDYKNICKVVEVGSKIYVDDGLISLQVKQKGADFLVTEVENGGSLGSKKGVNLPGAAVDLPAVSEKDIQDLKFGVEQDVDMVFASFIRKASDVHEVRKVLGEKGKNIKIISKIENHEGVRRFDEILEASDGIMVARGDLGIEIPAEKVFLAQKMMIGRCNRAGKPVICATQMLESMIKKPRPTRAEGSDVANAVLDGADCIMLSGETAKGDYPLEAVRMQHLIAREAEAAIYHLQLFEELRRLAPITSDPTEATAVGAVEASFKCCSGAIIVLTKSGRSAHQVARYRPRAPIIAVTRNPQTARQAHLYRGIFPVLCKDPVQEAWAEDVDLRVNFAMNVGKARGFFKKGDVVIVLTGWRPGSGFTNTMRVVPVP
#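 hPK-M2, >95% pure; 0.1 mM ADP / 0.5 mM PEP final; imidazole pH7.2 buffer w/ 7 mM MgCl2, 50 mM KCl; 1 h RT; Kinase-Glo lum. Intermediate enzyme activity for dual inhibitor/activator qHTS.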
# Menin-MLL TR inh = displaces Texas Red mutant MLL peptide from human menin; O00255; Menin + Texas Red MLL mutant peptide, fluorescence polarization; Potency, µM (highest dose often 61.6 µM), without a hit: at the top dose FP activity change, negative = inhibition, most hits filed as inhibitors; hit rate 0.23% among 270,000; AID 1768; active = well fitted inhibition curve with a large enough effect in the polarisation, with a control signal flat, not every such curve was filed as active; inconclusive = small, poorly fitted or top-dose-only effect, or effect the other way, or a change in a side signal; inactive = no such curve, though single readings can be large or run the other way; the % refers to the polarisation; note: potency is the fitted concentration of half-maximal effect; % of control where 0% means no effect; many of its hits are not listed in these tables
# VP16 counter = counter-screen for ROR gamma inhibitors: Gal4-VP16 reporter; Drosophila S2 Gal4-VP16 UAS-luciferase, luminescence, 20 h; Potency, µM (titrated, usually from 53.6 µM), for inactives: at the highest dose activity, negative = inhibition, most hits filed as inhibitors; hit rate 3.5% among 310,000;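 note: Gal4-VP16 expression switched on by copper sulfate through the metallothionein promoter; potency is the fitted concentration of half-maximal effect; % is set by controls: 0 for no effect and ±100 for the full control effect; nearly all actives have a fitted effect of over 50% in size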
# ELG1 DNA repair = ELG1-dependent DNA repair inhibition; HEK293T ELG1-luciferase reporter, luminescence, 16 h; DNA damage induced by 5-fluorouridine; Potency, µM (series often up to 46.1 µM), without a hit: at the top dose activity change, negative = inhibition, usual class: inhibitors; hit rate 2.3% among 330,000; note: potency is the fitted concentration of half-maximal effect; % is set by controls: 0 for no effect and ±100 for the full control effect; nearly all actives have a fitted effect of over 55% in size
#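 Overnight (16 hr) co-exposure of 2,000 cells/well to 5-fluorouridine and compound at 37 °C preceded detection. Luciferase was quantified via ONE-Glo luminescence; loss of signal denotes inhibition.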
# Rab9 promoter act = Rab9 promoter activation; Huh7 Rab9 promoter-luciferase reporter, luminescence, 24 h; Potency, µM (top dose mostly 9.22 µM), without a hit: at the highest dose activation, negative = inhibition, actives largely listed as activators; hit rate 2.8% among 320,000; AID 485297; note: potency is the fitted concentration of half-maximal effect; % of control where 0% means no effect; nearly all actives have a fitted effect of over 60% in size
#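 Steps: seed 1500 Huh7 Rab9-luc cells per well, rest 2 h at 37 °C; add compound in DMSO; incubate 24 h; add luciferase reagent, 10 min ambient; read luminescence.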
# MBNL1 CUG block = blocks human MBNL1 binding to CUG repeat RNA. Q9NR56. TR-FRET MBNL1-His/biotin-(CUG)12 binding, 665/545 ratio. Potency, µM (doses to about 57.5 µM), for inactives: at the highest dose activity change, negative = inhibition, most hits filed as inhibitors. hit rate 0.036% among 280,000; active = well fitted inhibition curve with a large enough effect in the signal ratio, with a control signal flat, not every such curve was filed as active; inconclusive = small, poorly fitted or top-dose-only effect, or effect the other way, or a change in a side signal; inactive = no such curve, though single readings can be large or run the other way; the % refers to the signal ratio; note: potency is the fitted concentration of half-maximal effect; % is set by controls: 0 for no effect and ±100 for the full control effect
#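 TR-FRET readout: Ex 340 nm, 665/545 nm emission ratio, normalized to buffer-only (basal) and MBNL1-(CUG)12 controls. Complex of MBNL1-His with Biotin-(CUG)12, compounds 92 nM–58 uM, incubated 60 min at room temperature.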
# FLuc counter = inhibits or activates purified firefly luciferase, miR-21 counter-screen; P08659; purified FLuc, Km substrates, luminescence inhibition; Potency, µM (titrated, usually from 57.5 µM), without a hit: at the top dose activity change, negative = inhibition, usual class: inhibitors; hit rate 6.9% among 360,000;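 note: potency is the fitted concentration of half-maximal effect; plate controls were vehicle for no effect and reference inhibitor for full effect; nearly all actives have a fitted effect of over 55% in size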
#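 Biochemical qHTS of compounds, final roughly 60 µM downward over six points, against 10 nM purified firefly luciferase using Km concentrations of substrates (10 uM D-luciferin, 10 uM ATP) in Tris acetate pH 7.5 buffer; luminescence output.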
# KCNH2 3.1 inh = inhibitors of human KCNH2 3.1 potassium channel isoform; U2OS KCNH2 3.1, thallium flux FluxOr; active compounds read low; activity change, % (tested at about 1.8 µM); hit rate 0.95% among 340,000; AID 720553;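 active = maximum activity change below -70%; inconclusive = maximum activity change from -70% to -50%; inactive = maximum activity change above -50%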;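 note: thallium influx rate constant from kinetic fluorescence after stimulation buffer; % is set by controls: 0 for no effect and ±100 for the full control effect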
#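 Virally transduced U2OS (3.1 isoform, 4 h infection in dark at RT) → overnight 37 C → FluxOr + Red40 in HBSS/HEPES, 45 min → stimulation buffer, 2 min kinetic read → rate constant vs DMSO controls.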
# * marks the source's active call; other numbers are inactive results; u = inconclusive; x = not tested or not shown; [ ] = another dose, or the depositor's remark. Unless noted, calls come from the whole dose curve; as a rule, active = well fitted curve in the direction sought with a large enough effect; inconclusive = small, poorly fitted or top-dose-only effect, or another doubt; inactive = no such curve, though single readings can be large; an effect the other way counts as inactive or inconclusive. This is a subset; rates above refer to the full screens.
no. | SMILES | RORgamma inh | Mito fusion act | NPC1 prom act | PKM2 activator | Menin-MLL TR inh | VP16 counter
1 | COc1ccc(C(C(=O)NC(C)(C)C)N(C(=O)Cn2nnc3ccccc32)c2ccc(C(C)=O)cc2)cc1O (stereo unspecified) | 13% | 3% | 1% | 4% | x | -4%
2 | COc1cc(N2C(=O)c3ccccc3C2=O)c(Cl)cc1C(=O)OCC(=O)NCc1ccco1 | -4% | 2% | -2% | -6% | -7% | 1%
3 | COc1ccc(NC(=O)CN2CCc3ccccc3C2)c(OC)c1 | u | -1% | -1% | -1%[11.5 µM] | -22% | 3%
4 | Cc1c(C(=O)Nc2ccccc2C(=O)N2CCCC2)cccc1[N+](=O)[O-] | 2% | -4% | -9% | 7% | 9% | -5%[10 µM]
5 | Cc1ccccc1-c1nnn(CC(=O)N2CCN(S(=O)(=O)c3ccc(Cl)cc3)CC2)n1 | 8% | 10% | -4% | u | -3% | 2%
6 | COCCNCCCCSc1ccc(Cl)cc1 | 0% | -8% | -11% | u | -17% | 3%
7 | CCC(=O)Nc1ccc(Cl)c(NC(=O)c2ccccc2OC)c1 | -11% | 3% | -5% | 6% | -2% | -3%
8 | Cc1cc(C)c2c(n1)nn1c(NCCOCCO)cc(C)nc21 | -19% | -1% | -2% | -3% | -13% | 1%
9 | Cc1ccc(CC(=O)NCCN2CCOCC2)cc1 | 9% | 1% | -9% | 0% | -22% | -6%
10 | O=C(c1sc2ccccc2c1Cl)N1CCN(c2ncccn2)CC1 | 30% | 17% | 0% | 2% | -6% | -4%
11 | CCCNC(=O)c1ccccc1C(=O)NCCC | -12% | -7% | 0% | -7% | 14% | 0%
12 | CCc1ccc(NC(=O)C2CCCN(S(C)(=O)=O)C2)cc1 (stereo unspecified) | 21% | -1% | 0% | -4% | -14% | -12%

no. | ELG1 DNA repair | Rab9 promoter act | MBNL1 CUG block | FLuc counter | KCNH2 3.1 inh
1 | 19% | 12% | 0% | 2% | -5
2 | 0% | 2% | -1% | 0% | -33
3 | 3% | 2% | 2% | u | 0
4 | 6% | -1% | 4% | -2% | 26
5 | u | -3% | 2% | 12% | -11
6 | 0% | -14% | 3% | -1% | 1
7 | -2% | -7% | 1% | -4% | 5
8 | 6% | -4% | -1% | 0% | 1
9 | 7% | 3% | -5% | 1% | -4
10 | u | -3% | x | 2% | -12
11 | 11% | -4% | -6% | -1% | -12
12 | 0% | -4% | -2% | -4% | 9

# Ordered by value in PKM2 activator (falling): three of the compounds above
nr | smiles | RORgamma inh | Mito fusion act | NPC1 prom act | PKM2 activator | Menin-MLL TR inh
4 | Cc1c(C(=O)Nc2ccccc2C(=O)N2CCCC2)cccc1[N+](=O)[O-] | 2% | -4% | -9% | 7% | 9%
2 | COc1cc(N2C(=O)c3ccccc3C2=O)c(Cl)cc1C(=O)OCC(=O)NCc1ccco1 | -4% | 2% | -2% | -6% | -7%
11 | CCCNC(=O)c1ccccc1C(=O)NCCC | -12% | -7% | 0% | -7% | 14%

# The listing continues:
no. | SMILES | RORgamma inh | Mito fusion act | NPC1 prom act | PKM2 activator | Menin-MLL TR inh | VP16 counter
13 | O=C(Nc1ccc2nsnc2c1)c1ccc2c(c1)OCO2 | -18% | 1% | 0.63µM* | -10% | -6% | -24%
14 | NC(=O)NC(=O)COC(=O)c1ccc2noc(-c3ccccc3)c2c1 | 10% | 2% | -5% | -3% | u | -1%
15 | CCn1c(=O)c(C(=O)NC(C)c2ccccc2)c(O)c2ccccc21 (stereo unspecified) | u | 1% | -2% | 1% | 32%[activator] | u
16 | COCCOC(=O)c1[nH]c2c(c1C)C(=O)CC(c1cc(OC)c(OC)c(OC)c1)C2 (stereo unspecified) | u | -6% | -5% | x | -12% | u
17 | C[C@H](NC(=O)c1nc[nH]c1C(=O)N[C@@H](C)C(=O)OC(C)(C)C)C(=O)OC(C)(C)C | u | -20% | -2% | 6% | x | u
18 | CN(CC(=O)N1CCN(c2ccccn2)CC1)S(=O)(=O)c1ccc(Br)cc1 | -13% | 0% | -4% | 0% | 5% | -2%
19 | CC(NCc1ccc(N(C)C)cc1)C1CC2CCC1C2 (stereo unspecified) | -13% | -1% | -7% | -7% | -14% | 1%
20 | Cc1ccc(S(=O)(=O)NC2CCCC2)cc1C | 16% | -4% | 0% | 0% | 0% | 0%
21 | COCCNC(=O)c1sc2ncn(CC(=O)Nc3ccc(C)c(Cl)c3)c(=O)c2c1C | 22% | -1% | -5% | 7% | 19% | 3%
22 | O=C(NCCCc1ccncc1)C1CCC(=O)N(CCc2cccc(F)c2)C1 (stereo unspecified) | -12% | -3% | -2% | x | 6% | 2%
23 | CCN(CC)CCOC(=O)c1ccc(NC(=O)c2cn(-c3ccccc3)nc2-c2cccs2)cc1 | u | -20% | 9% | 0% | u | u
24 | Cc1ccc(N2C(=O)N(CC(=O)NCc3ccccc3Cl)C(=O)C2C)cc1 (stereo unspecified) | 11% | -1% | -6% | 1% | -6% | -7%

no. | ELG1 DNA repair | Rab9 promoter act | MBNL1 CUG block | FLuc counter | KCNH2 3.1 inh
13 | u | 0.45µM* | u | 1.3µM* | 0
14 | 15% | 2% | u | 4% | -3
15 | -18% | 1% | -7% | 0% | 23
16 | 8.2µM* | -16% | -3% | 3% | 7
17 | 5% | -1% | -8% | 2% | -3
18 | -13% | 1% | -3% | 1% | 1
19 | -2% | 2% | -11% | -1% | 0
20 | 25% | 4% | -2% | -2% | 4
21 | -6% | 3% | 43%[activator] | -12% | 13
22 | 2% | -8% | 3% | 2% | -10
23 | u | 19% | -5% | 6µM* | -16
24 | -20% | -9% | -5% | u | 11

# Next part.
no. | SMILES | RORgamma inh | Mito fusion act | NPC1 prom act | PKM2 activator | Menin-MLL TR inh | VP16 counter
25 | CCOc1ccccc1NC(=O)COn1nnc2ccccc21 | 18% | 1% | 13% | -2% | x | u
26 | CC(C)(C)NC(=O)c1cc(-c2ccc3c(c2)OCO3)nc2ccccc12 | 12% | 4% | 20% | -7% | x | 11%
27 | Cc1ccccc1N1CCN(C(=S)c2ccccc2)CC1 | u | 16% | -1% | 4% | 9% | -9%
28 | Oc1ccc(-c2nccc(-c3ccc(F)cc3)n2)cc1 | 6% | 2% | u | x | u | -14%
29 | Cc1ccc(S(=O)(=O)NC(=O)Nc2ccc(Cl)cn2)cc1 | -2% | 1% | 1% | 0% | -6% | -5%
30 | COc1ccc(/C=C2\Oc3cc(OCC(=O)N4CCC[C@H]4C(=O)O)ccc3C2=O)cc1OC | 2% | 0% | -2% | 0% | u | -2%
31 | Nc1nnnn1/N=C/c1ccccc1C(F)(F)F | -12% | -2% | 0% | 0% | 9% | 5%
32 | O=C(Nc1ccc2nc(-c3cccnc3)[nH]c2c1)c1ccccc1F | u | 6% | 1% | 4% | 1% | -17%
33 | Cc1cc(NC(=O)COC(=O)c2ccc(S(=O)(=O)C(F)F)cc2)n(-c2ccccc2)n1 | x | 0% | 1% | x | x | x
34 | O=C(C(c1ccccc1)c1ccccc1)N1CCN(c2ccccn2)CC1 | 32% | -4% | 3% | -2% | -9% | -4%
35 | O=C(O)/C=C\C(=O)Nc1ccc(N2CCN(c3ccc(Cl)cc3)CC2)cc1 | 4% | 11% | -7% | 4% | u | -10%

no. | ELG1 DNA repair | Rab9 promoter act | MBNL1 CUG block | FLuc counter | KCNH2 3.1 inh
25 | u | -9% | -4% | u | -7
26 | -6% | -5% | 9% | 17µM* | x
27 | -7% | -5% | x | 5% | 3
28 | u | u | -7% | 13µM* | 6
29 | 9% | 5% | 6% | -1% | -3
30 | -11% | -3% | u | 1.3µM* | 5
31 | 4% | -10% | 5% | -2% | -1
32 | -8% | 8% | u | 15µM* | 6
33 | 8% | -1% | x | 4% | -19
34 | -10% | 1% | -4% | -8% | -23
35 | -3% | -14% | -9% | 15µM* | 10

# Source: PubChem
